# Polio RdRp inh: poliovirus RNA polymerase inhibition | 150,000 tested, 0.66% active | % elongation, % (compound at 16.7 µg/mL) | poliovirus polymerase elongation, fluorescence polarization; hits give low values; in the data active means % elongation below about 90%; further: some results filed as inactive read as strong as hits
# Target sequence (P03300 1749-2209 limits assumed): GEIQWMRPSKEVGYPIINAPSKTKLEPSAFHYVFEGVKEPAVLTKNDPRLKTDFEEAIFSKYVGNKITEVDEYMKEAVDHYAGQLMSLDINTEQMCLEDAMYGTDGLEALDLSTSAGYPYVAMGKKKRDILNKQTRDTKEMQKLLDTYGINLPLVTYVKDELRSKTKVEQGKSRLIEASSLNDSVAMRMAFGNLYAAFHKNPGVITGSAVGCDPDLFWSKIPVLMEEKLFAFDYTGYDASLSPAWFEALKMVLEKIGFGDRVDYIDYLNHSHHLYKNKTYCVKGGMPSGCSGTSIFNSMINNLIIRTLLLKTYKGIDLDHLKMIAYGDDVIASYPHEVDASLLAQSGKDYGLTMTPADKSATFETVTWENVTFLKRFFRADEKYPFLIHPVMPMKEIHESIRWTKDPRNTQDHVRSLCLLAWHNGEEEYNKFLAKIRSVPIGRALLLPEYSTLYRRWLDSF
# Polio RdRp inh FP z-score: also measured in Polio RdRp inh; calls as there; z-score; measured here: FP z-score; hits read low
# Starred values were filed as active, the others as inactive; & = joins results of further samples. An excerpt; count on the stated rates, not on these rows.
molecule	Polio RdRp inh	Polio RdRp inh FP z-score
CC(=O)Oc1cc2c(C(=O)NCc3ccccn3)c(C)oc2c2ccccc12	101	-0.3
Cc1ccc(-c2nc(Cn3c(=O)cc(-c4ccccc4)c4c(C)nn(C)c43)c(C)o2)cc1	106	-0.1
COc1ccc2nc(SCC(O)c3cccc(Br)c3)[nH]c2c1 (centres undefined)	105	-0.3
CCCCNC(=O)Nc1nnc(Cc2ccccc2)s1	104	0.1
Cc1cc(NC(=O)CN(C)C2CCCCC2)nc2c1c(=O)oc1ccccc12	99	-0.4
CC(=O)Nc1ccc(C2Nc3c(C)cc(C)cc3-c3cc(C)nn32)cc1 (centres undefined)	102	-0.1
CCOc1ccc(CCNC(=O)c2sc3ncccc3c2-n2cccc2)cc1OCC	103	-0.9
COc1ccc(CN2CCc3c(c(=O)n4ncc(C(=O)N5CCN(c6ccccc6OC)CC5)c4n3C)C2)cc1	103	-0.8
COc1ccc(Br)cc1CNC(=O)Cn1ncn2nc(-c3cccs3)cc2c1=O	102	-1.1
O=C(NCCc1cn2ccccc2n1)c1cccc(C(F)(F)F)c1	104	0.2
COc1ccc(NC(=O)C2C3C=CC(O3)C2C(=O)NCc2cccnc2)cc1 (centres undefined)	104	0.6
Cn1c(=O)c(=O)[nH]c2cnccc21	100	-0.3
COc1ccc(CN(C)C(=O)c2cccc(S(=O)(=O)N(C)C)c2)c(OC)c1	100	-0.3
CC(C)c1cc(NC(=O)COC(=O)c2ccc3[nH]c4c(c3c2)CCCC4)on1	108	-0.2
Cc1ccc(C)c(N2CCN(CCCNC(=O)c3ccc4nc(N5CCCCC5)sc4c3)CC2)c1	107	-0.2
COc1ccc(Cl)cc1C1CC(=O)Nc2cc3c(cc21)OCCO3 (centres undefined)	102	-0.9
C=C1C2(C(=O)Nc3ccc(C(=O)OC)cc3)CCC(C2)C1(C)C (centres undefined)	97	-2.2
CCCSCC(=O)Nc1ccc(C)cc1C	99	-0.1
COC(=O)c1c(NC(=O)C2SC(=NC3CCCCC3)C(C(N)=O)=C2N)sc2c1CCCC2 (centres undefined)	98	-0.1
Cc1ccc(C2C3=C(CC(C)(C)CC3=O)Nc3n[nH]c(C)c32)cc1 (centres undefined)	101	-0.6

# Continuation.
molecule	Polio RdRp inh	Polio RdRp inh FP z-score
CCOC(=O)CNC(=O)CSc1cn(CC(=O)N2CCCCCC2)c2ccccc12	114	-0.1
O=C(Cn1cc(/C=C2\NC(=O)NC2=O)c2ccccc21)Nc1ccccc1	103	0.3
COc1ccc2nc(SCC(=O)O)[nH]c2c1	104	1
O=C(CN1CCC(NC(=O)c2ccccc2)CC1)Nc1ccccc1	97	-1.3
COc1cc(-c2nnc(SCCOc3cc(C)cc(C)c3)o2)cc(OC)c1OC	115	1.6
O=C(CSc1ccccc1)N1CCc2c([nH]c3ccccc23)C1c1ccc(Cl)cc1 (centres undefined)	104	-0.8
CCOC(=O)C1=C(CN2CCN(c3ccccc3F)CC2)NC(=O)NC1c1ccc(Cl)cc1 (centres undefined)	109	0.5
Cc1[nH]ncc1CNC(=O)c1[nH]nc2c1CCc1ccccc1-2	101	-0.2
O=C(Cn1cc(C(F)(F)F)ccc1=O)c1ccc[nH]1	103	0.2
S=c1[nH]ccn1Cc1ccccc1	102	0
O=C(OCCCCN1C(=O)c2ccccc2C1=O)c1n[nH]c2ccccc12	105	0.3
COC(=O)c1c(C)nn(-c2ccc(F)cc2)c1-n1cccc1	112	1.6
O=C1OC(C(=O)Nc2ccccc2)Cc2ccccc21 (centres undefined)	99	-0.6
CC1(c2ccccc2)NC(=O)N(NC(=O)CSc2nnc(-c3ccccc3)o2)C1=O (centres undefined)	104	0.2
Cc1onc(-c2c(Cl)cccc2Cl)c1NC(=O)N(C)C1CCCCC1	98	-0.8
O=C(Cn1ncn2c(cc3sccc32)c1=O)NCCc1ccccc1	105	-0.5
CN1CCN(Cc2c(C#N)c3ccccc3n2C)CC1	107	0.4
CN=c1scc(-c2ccc(Cl)cc2)n1C	100	-0.4
O=C(CSc1ncnc2c1nnn2Cc1ccccc1F)NCc1ccco1	100	-0.4
O=C(OCc1cccc(C(F)(F)F)c1)c1ccc[nH]c1=O	102	0.1

# Entries from the list above that contain an aryl thioether with sulfur outside any ring:
molecule	Polio RdRp inh	Polio RdRp inh FP z-score
COc1ccc2nc(SCC(O)c3cccc(Br)c3)[nH]c2c1 (centres undefined)	105	-0.3
CCOC(=O)CNC(=O)CSc1cn(CC(=O)N2CCCCCC2)c2ccccc12	114	-0.1
COc1ccc2nc(SCC(=O)O)[nH]c2c1	104	1
COc1cc(-c2nnc(SCCOc3cc(C)cc(C)c3)o2)cc(OC)c1OC	115	1.6
O=C(CSc1ccccc1)N1CCc2c([nH]c3ccccc23)C1c1ccc(Cl)cc1 (centres undefined)	104	-0.8
CC1(c2ccccc2)NC(=O)N(NC(=O)CSc2nnc(-c3ccccc3)o2)C1=O (centres undefined)	104	0.2
O=C(CSc1ncnc2c1nnn2Cc1ccccc1F)NCc1ccco1	100	-0.4

# Next entries follow:
molecule	Polio RdRp inh	Polio RdRp inh FP z-score
Cn1c2ccccc2c2nn(-c3ccccc3)c(=O)cc21	103	0
COc1ccc(CCNC(=O)C(=O)NCC(c2cccnc2)N2CCN(c3ccccc3)CC2)cc1 (centres undefined)	106	-0.5
c1ccc(CCn2nnnc2C(c2cccnc2)N2CCc3ccccc32)cc1 (centres undefined)	101	-0.4
O=C(Cn1nc(-c2ccc3c(c2)OCCO3)ccc1=O)Nc1cccc2cccnc12	102	0.1
CCOC(=O)c1c(-c2ccc(OC)c(OC)c2)csc1NC(=O)c1ccc(C)cc1	107	0.5
S=C(c1ccccc1)N1CCN(Cc2ccccc2)CC1	110	0.7
O=C(Cn1nc2n(c1=O)-c1ccccc1SC2)N/N=C/c1ccncc1	99	-0.2
Cc1ccc(NC(=O)CSc2nc3n[nH]c(C)c3c(=N)n2-c2ccccc2C)cc1	100	-0.3
O=C(O)C1CCN(CCc2ccccn2)CC1	101	-0.1
CCOC(=O)c1ccccc1NC(=O)c1sc2ncn(CC)c(=O)c2c1C	107	0.2
O=C1C=C/C(=N\OC(=O)c2ccccc2)C2=C1C1C=CC2C1 (centres undefined)	103	0.1
CSc1cccc(-n2nnc(C(N)=O)c2C)c1	105	0.9
O=C(CSc1nc2ccccc2s1)NNc1ncnc2c1cnn2Cc1ccccc1	100	-0.4
O=C1c2cccc3cccc(c23)N1CSc1nc2ccccc2s1	101	-0.2
CCN(CC)S(=O)(=O)c1ccc(NC(=O)[C@H](CCSC)N2Cc3ccccc3C2=O)cc1	106	0.2
COc1ccc(C)cc1NC(=O)C(OC(=O)c1ccc(Br)o1)c1ccccc1 (centres undefined)	100	-0.3
COC(=O)c1ccc(Cl)cc1NC(=O)Nc1nnc(N2CCCC2)s1	103	-1
NC(=O)Cn1c(=O)n(Cc2ccccc2)c(=O)c2cccnc21	102	0.2
Cc1cc(OCC(=O)Nc2ccccc2Cc2ccccc2)no1	112	0.5
COc1ccc(-c2cn3cccnc3n2)cc1NC(=O)COc1ccccc1	109	0.5

# The last 3 compounds of the section above come first, to join the parts:
molecule	Polio RdRp inh	Polio RdRp inh FP z-score
NC(=O)Cn1c(=O)n(Cc2ccccc2)c(=O)c2cccnc21	102	0.2
Cc1cc(OCC(=O)Nc2ccccc2Cc2ccccc2)no1	112	0.5
COc1ccc(-c2cn3cccnc3n2)cc1NC(=O)COc1ccccc1	109	0.5
COC(=O)c1ccc(COC(=O)CNS(=O)(=O)c2ccccc2)cc1	99	-0.2
O=C(c1ccc2c(c1)N(Cc1ccccc1F)C(=O)c1ccccc1S2(=O)=O)N1CCCCCC1	106	0
CCOc1ccc(NC(=O)[C@H]2O[C@@H]3OC(C)(C)O[C@@H]3[C@H]3OC(C)(C)O[C@H]32)cc1	109	0.5
Cc1cc(C)nc(SCc2ccc(C(=O)N/N=C/c3ccco3)cc2)n1	102	-0.2
COc1ccc(Oc2nc3c(c(=O)n(Cc4ccccc4Cl)c(=O)n3C)n2C)cc1	108	0.5
Cc1[nH]c2ccc(C(=O)NN)cc2c1C	104	0.8
O=C(O)CCN1C(=O)SC(Nc2ccccc2)C1=O (centres undefined)	102	0.2
Cc1ccc(CN(Cc2ccco2)C(=O)COc2ccc(C(C)C)cc2)cc1	105	-0.5
Cc1ccc(CNC(=O)CSc2nc3ccsc3c(=O)n2Cc2ccccc2F)cc1	104	-0.4
O=C(NCc1ccc2c(c1)OCO2)c1ccc(N2CCCCS2(=O)=O)cc1	109	0.4
O=C(CSc1ccc(-c2ccncc2)nn1)Nc1ccccc1	100	-0.4
COc1ccc(N2CCN(C(C)=C3C(=O)c4ccccc4C3=O)CC2)cc1	103	0.5
COc1ccc(CCNC(=O)CN2C(=O)COc3ccc(S(=O)(=O)N4CCCC4)cc32)cc1OC	104	-0.3
COc1ccc(C2c3c(n(C)c4ccccc34)C(=O)N2CC(=O)Nc2ccc(C)cc2Cl)cc1 (centres undefined)	101	-0.8
CCc1ccccc1NC(=O)c1cnn2c(C(F)(F)F)cc(-c3ccc(OC)c(OC)c3)nc12	101	-0.3
Cc1cccc(C2N(Cc3ccccc3)CCCN2Cc2ccccc2)n1	103	0.7
Cc1cccc(NC(=O)c2sc3[nH]c(=O)c(C(=O)O)cc3c2N)c1C	100	0
NC(=O)C1OC(c2ccccc2)OC1C(N)=O (centres undefined)	106	0.9
Cc1c(Cl)cccc1NC(=O)CCS(=O)(=O)c1ccc2c(c1)CC(C)N2C(=O)C1CC1 (centres undefined)	113	1
COc1ccc(OC)c(NC(=O)CSC2=Nc3ccccc3C3=NC(CC(=O)NCc4ccco4)C(=O)N23)c1 (centres undefined)	99	-1.9

# More records
molecule	Polio RdRp inh	Polio RdRp inh FP z-score
COc1ccc(CN2C(=O)c3ccccc3C2C(=O)NCCc2ccccc2)c(OC)c1 (centres undefined)	105	0
COc1ccccc1C(=O)NCc1ccc2[nH]c3c(c2c1)CCCC3	99	-1.1
COC(=O)C1=C(C)N(C2CCCC2)C(=O)C1(NC(C)=O)C(F)(F)F (centres undefined)	101	0.6
O=C1CCCC2=C1C(c1ccccc1O)C1=C(CCCC1=O)O2	104	0
CC(C(=O)O)n1ncc2ccccc2c1=O (centres undefined)	101	-0.3
CCCCc1ccc(NC(=O)CC)cc1	104	0.7
COc1ccc(-c2cc(C(=O)NC3CCCC3)c3ccccc3n2)cc1	102	0.3
c1ccc2[nH]c(SN3CCCCC3)nc2c1	100	-0.3
Cc1cc(C)c2c(=O)cc(C(F)(F)F)oc2c1	102	0.1
Cc1nn(-c2ccccc2)c2nc3c(cc12)C(=O)CCC3	104	0.9
CCN(CC)CCn1c2ccccc2c2nc(C)sc21	101	-0.1
CN(C)C(=S)SCC(=O)Nc1cccc(C(F)(F)F)c1	105	0.3
CC(=O)N(Cc1cccnc1)Cc1cc2cc3c(cc2[nH]c1=O)OCCO3	99	-1
CC(C)COc1ccc(C(=O)N2CCCCC2CCN2CCCCC2)cc1 (centres undefined)	105	-0.3
Cc1c(NC(C)C)c(=O)n(-c2ccccc2)n1C	100&99	0.1&-0.1
O=C(NCCc1ccccc1)c1cc(-c2ccc(Cl)c(Cl)c2)on1	105	0.2
N#CC(C#N)=Cc1ccc(-c2ccc(S(N)(=O)=O)cc2)o1	100	-0.4
CCOC(=O)c1nnn(CC(=O)NC(=O)Nc2ccccc2F)c1C(=O)OCC	101	-1.2
CCCCNc1nc2c(S(=O)(=O)c3ccc(C)cc3)nnn2c2ccsc12	107	0.1
Cc1ccc(S(=O)(=O)N(CCC#N)CC2CCCO2)cc1 (centres undefined)	107	0.5

# Carrying on:
molecule	Polio RdRp inh	Polio RdRp inh FP z-score
Cc1ccc(S(=O)(=O)NC(=O)c2cc(C)n(CCN(C(C)C)C(C)C)c2C)cc1	99	-0.3
O=C(Nc1c[nH]c(=O)[nH]c1=O)NC1CCCC1	100	-0.2
O=C(O)CNC(=O)c1ccccc1OC(F)F	102	0
Nc1nnc(CC(=O)N2CCCC2)o1	100	-0.1
C=CCc1cccc2ccc(=O)oc12	103	0.7
CC(C)Oc1ccc(-c2cn3nc(C4CC4)sc3n2)cc1	100	-0.8
Cc1ccc(-c2[nH]c(=O)n3ccncc23)s1	94	-1.2
CCOC(=O)C1CCCN(C(=O)Cn2ncc3c4ccccc4n(Cc4ccccc4)c3c2=O)C1 (centres undefined)	106	-0.3
O=C(CN1CCSc2ccccc21)N1CCN(c2ccc(F)cc2)CC1	108	0.4
CCN(CC)CCCNC(=O)CN1N=C(c2ccc(OC)cc2)CCC1=O	102	-0.6
O=C(NN1CCCCC1)C12CC3CC(CC(O)(C3)C1)C2	101	-0.1
COc1ccc(C(=O)N(c2ccc(C)cc2)S(=O)(=O)c2ccc(C)cc2)cc1	100	-0.8
O=C(CSc1ncc(-c2ccccc2)[nH]1)Nc1cccc(Br)c1	101	-1.1
Cc1ccc(N(CC(=O)NCc2ccc(F)cc2)S(=O)(=O)c2c(C)nn(C)c2C)cc1	103	-0.2
CN(Cc1ccccc1)Cc1nc2ccccc2n1C	102	-0.1
O=C(O)CCCCN1C(=O)CSC1=S	109	1.2
Cc1cccc(CSc2nc(-c3cccs3)ccc2C#N)c1	106	0.5
Cc1nc(Nc2nc3ccccc3s2)[nH]c(=O)c1Cc1ccccc1	99	-0.2
CCN(CC)S(=O)(=O)c1ccc2[nH]cc(C(=O)NCCCN3CCN(c4ccc(OC)cc4)CC3)c(=O)c2c1	103	0.8
CN(CCc1ccccn1)c1ncnc2c1cnn2-c1ccc(Cl)cc1	101	0

# The list goes on.
molecule	Polio RdRp inh	Polio RdRp inh FP z-score
CN(Cc1c(F)cccc1Cl)C(=O)C1=CC=CN2CCS(=O)(=O)N=C12	101	-0.3
COC(=O)C1=C(C)N(C)C(=O)/C1=C\c1ccco1	100	-0.2
CC(C1CC2CCC1C2)n1c(SCC(=O)Nc2ccc3c(c2)OCO3)nnc1-c1ccco1 (centres undefined)	103	-0.1
CN(C(=O)c1ccc(F)cc1)C1CCS(=O)(=O)C1 (centres undefined)	101	0.1

# Screening data as filed in PubChem.
